# Yeast life ext – yeast lifespan extension | inhibition of the nicotinamide effect, % at 10 µM | S. cerevisiae growth with nicotinamide, OD615; deaD strain in restrictive glucose medium | 130,000 compounds, 0.68% hits;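 active = inhibition above a set limit, placed 3 SD over the median of all compounds, cut at about 26% in these data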;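 also: 0% = nicotinamide-treated wells and 100% = cells grown without nicotinamide; some compounds called inactive have numbers as strong as hits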
#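 Assay system: DeaD-strain S. cerevisiae. Medium: CSMM-D glucose medium, restrictive. Reagent: nicotinamide, 1.5 mM, co-present with compound. Compound: 10 µM single point, 0.25% DMSO. Schedule: culture preincubation 4 h, compound exposure 48 h, both 30 °C. Detection: absorbance at 615 nm.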
# bCat KO growth – beta-catenin-lacking colon tumor cell growth suppression. HCT116 beta-catenin knockout viability, CellTiter-Glo, 60 h; active compounds read low. viability, % at 10 µM. 140,000 compounds, 1.5% hits. AID 818;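 active = viability at or under a set limit, the compound median less 4 SD, cut at about 6% in these data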;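 also: 0% = Hyamine 1622 control at 20 µM and 100% = untreated cell control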
# E-sel TNF inh – blocks E-selectin expression induced by TNF alpha. HUVEC TNFa-induced E-selectin immunofluorescence, high content. inhibition, % at 2 µM. 120,000 compounds, 0.71% hits;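 active = inhibition above the batch mean plus 3 SD, and confirmed as a hit on visual image review, cut at about 43% in these data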;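 also: 0% = TNF-stimulated DMSO wells and 100% = unstimulated control wells; not every result past the cut was called active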
# NPY-Y2 antag – blocks the human neuropeptide Y Y2 receptor. P49146. NPY-Y2 expressing cells, antagonist mode. inhibition, % at 2.7 µM. 140,000 compounds, 0.99% hits; in the data active = inhibition above about 17%;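 also: 0% = vehicle with agonist challenge and 100% = reference antagonist with challenge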
# Target sequence (P49146 whole entry, looked up): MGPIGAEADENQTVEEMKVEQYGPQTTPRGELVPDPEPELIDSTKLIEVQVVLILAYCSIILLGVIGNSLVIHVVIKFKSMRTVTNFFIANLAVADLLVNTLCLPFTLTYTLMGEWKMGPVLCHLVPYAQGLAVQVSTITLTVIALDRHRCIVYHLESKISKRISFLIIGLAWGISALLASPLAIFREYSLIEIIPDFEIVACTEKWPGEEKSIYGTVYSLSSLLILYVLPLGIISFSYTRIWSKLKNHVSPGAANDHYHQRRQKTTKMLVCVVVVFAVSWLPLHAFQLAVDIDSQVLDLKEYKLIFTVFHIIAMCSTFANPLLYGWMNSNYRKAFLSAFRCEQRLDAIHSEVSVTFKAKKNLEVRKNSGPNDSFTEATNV
# MRP1 act – activates MRP-1. H69AR cells + doxorubicin, viability rescue, CellTiter-Glo. viability increase, % at 10 µM. 140,000 compounds, 0.61% hits. AID 799;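 active = viability gain under doxorubicin at or above a set limit, the compound median plus 3 SD, cut at about 4.7% in these data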;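 also: MRP-1 overexpressing cells given doxorubicin 25 µM after compound pretreatment; 18-22 h compound pretreatment then 72 h with doxorubicin before readout; 0% = doxorubicin-only wells and 100% = vehicle-treated cells without doxorubicin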
# Yeast growth inh – yeast BB579 growth reduction in restrictive medium; inhibition, % at 10 µM; S. cerevisiae BB579 growth, OD615, 48 h; 140,000 compounds, 0.51% hits; AID 804;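 active = inhibition above a set limit, 3 SD over the mean compound inhibition, cut at about 44% in these data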; also: inactives centre near -24
#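 Test system: DeaD yeast strain BB579 / Buffer or medium: restrictive glucose-based CSMM-D medium / Doses: single 10 µM dose / Schedule: 4 h cell preincubation, 48 h compound exposure, 30 °C humidified / Technique: culture absorbance at 615 nm / Controls: amphotericin B positive control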
# Phagocytosis inh – inhibitors of macrophage phagocytosis; J774A.1 macrophage IgG-bead phagocytosis, imaging; inhibition, % at 5 µM; 110,000 compounds, 0.07% hits;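 active = inhibition above the mean of the plate negative controls plus 5 SD, cut at about 13% in these data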;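 also: phagocytic index as fraction of beads internalized from green versus red external bead signal; plate controls were DMSO negative control for no effect and cytochalasin-D positive control for full effect; some results beyond the cut were filed as inactive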
# PTEN del growth – growth suppressors of cells with PTEN tumor suppressor deletion | HCT116 PTEN-null viability, CellTiter-Glo, 60 h; active compounds read low | viability, % at 10 µM | 140,000 compounds, 1.2% hits;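 active = viability at or below a set limit, 4 SD under the median of all tested compounds, cut at about 3.7% in these data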;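 also: PTEN knockout HCT116 line with beta catenin targeted HCT116 as companion control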
# Measles CPE – protection of cells from measles virus. AID 841. Measles virus-infected cells, CPE protection, absorbance. protection (pct of control), % at 4 µM. 140,000 compounds, 1.5% hits; in the data active = protection mostly above about 24%, no sharp cut-off; inactive = mostly below about 26%; also: some compounds called inactive have numbers as strong as hits
# GALR2 antag – antagonists of human galanin receptor 2 (GALR2) | O43603 | GALR2-expressing cells, antagonist mode | inhibition, % at 4 µM | 140,000 compounds, 0.39% hits | AID 828; in the data active = inhibition above about 27%;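 also: cells stimulated with galanin 1-16 at roughly its EC80; 0% = agonist challenge control and 100% = basal control without agonist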
# Target sequence (O43603 whole entry, looked up): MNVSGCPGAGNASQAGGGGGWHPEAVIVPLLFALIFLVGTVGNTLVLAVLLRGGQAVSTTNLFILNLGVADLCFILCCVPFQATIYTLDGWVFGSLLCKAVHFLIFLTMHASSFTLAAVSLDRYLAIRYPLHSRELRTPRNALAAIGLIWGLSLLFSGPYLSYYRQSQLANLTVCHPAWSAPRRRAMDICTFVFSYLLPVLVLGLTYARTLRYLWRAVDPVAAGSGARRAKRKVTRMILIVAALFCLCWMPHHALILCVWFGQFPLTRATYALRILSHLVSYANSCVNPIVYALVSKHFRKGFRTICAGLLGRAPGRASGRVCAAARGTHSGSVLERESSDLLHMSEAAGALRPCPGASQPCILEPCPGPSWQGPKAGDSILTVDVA
# Starred values were filed as active, the others as inactive; . = not tested or not shown. Hits appear at their usual frequency, and some 6.1% of all compounds hit somewhere here.
# Value order – Yeast life ext, bCat KO growth, Yeast growth inh, NPY-Y2 antag, MRP1 act, Phagocytosis inh, Measles CPE, GALR2 antag, PTEN del growth, E-sel TNF inh
N#C/C(=C(/O)CN1CCOCC1)c1nc2ccccc2s1
→ -3.0, 88.0, -20.2, 0.4, -0.4, 1.3, 10.2, -6.8, 103.3, -4.3
COc1ccc(NC(=O)C2CCCN2c2ccc(OC)c(OC)c2)cc1OC (centres undefined)
→ -12.6, 98.8, -10.1, -0.3, 0.6, -0.5, 9.5, -8.9, 98.3, -37.8
CC(C)OC(=O)CN1C(=O)C(C)(C)Oc2ccc(C(=O)NC3CC3)cc21
→ -0.8, 97.8, -10.1, 2.4, -0.1, -0.9, 21.8, -4.5, 110.0, -16.6
O=C(CSc1nc(O)c(Cc2ccccc2F)c(=O)[nH]1)N1CCCCCC1
→ -11.1, 85.4, 0.3, 1.0, -3.1, -3.3, 2.2, 11.0, 87.5, 8.8
CCCN1CNC(=S)N(CCc2ccccc2)C1
→ 1.4, 96.7, -29.8, 1.0, -1.3, ., 24.4, -9.8, 90.9, .
COCC(=O)N(Cc1ccc(OC)cc1)Cc1nc2ccccc2c(=O)[nH]1
→ 24.0, 95.0, -72.2, 3.8, -1.0, -0.7, 3.9, -6.8, 99.7, -4.4
CN(C)S(=O)(=O)c1ccc(C(=O)N2CCOCC2)cc1
→ 0.0, 92.0, 4.8, -0.3, -2.0, -1.0, 18.9, 3.5, 89.7, 9.0
O=C(CSc1nc(N2CCCCC2)nc(N2CCCCC2)n1)c1ccccc1
→ -18.4, 80.0, -34.2, 2.3, 0.0, -2.2, 4.8, -10.9, 81.2, -8.2
Cc1ccc(C(=O)N2NC(c3ccc(F)cc3)C3C(=O)N(c4ccc(C)cc4)C(=O)C32)cc1 (centres undefined)
→ 8.1, 93.0, -37.8, -2.9, -2.1, ., 6.0, 9.3, 92.9, -18.5
COC(=O)Cc1ccc(NC(=O)C(c2ccccc2)c2ccccc2)cc1
→ 0.4, 93.7, -0.4, 1.4, -0.8, -2.3, 14.6, 2.9, 91.0, 10.9
Cc1ccc(NC(=O)c2cc(S(=O)(=O)N3CCCCC3)cs2)cc1
→ -12.3, 55.5, -20.5, -4.7, -2.2, -1.5, 6.8, 1.1, 71.8, 24.0
CC(=O)c1cc(-c2ccccc2)n(CC(=O)Nc2ccc(C)c(C)c2)c1C
→ 5.3, 52.2, -16.5, 4.3, -4.5, 1.0, 13.5, -0.2, 29.7, .
COc1cc2cc(CN(CCO)S(=O)(=O)c3ccccc3Cl)c(=O)[nH]c2cc1OC
→ -6.9, 95.4, -38.0, 2.3, -1.8, -0.7, 19.7, 2.3, 94.9, .
Cc1onc(-c2ccccc2)c1C(=O)NC(=S)NNC(=O)c1cccnc1
→ -5.3, 58.7, 0.9, 1.2, -1.2, -4.9, 7.8, 2.5, 60.3, 0.9
CCOC(=O)C1CCCCN1Cc1cc(OC)ccc1OC (centres undefined)
→ -0.8, 88.1, -85.6, 4.3, -0.8, 1.2, 4.9, -5.0, 91.3, 6.0
CCOc1cc2[nH]c(=S)n(CCc3ccc(OC)c(OC)c3)c(=O)c2cc1OCC
→ -3.4, 19.6, -35.0, 0.8, -2.8, -0.8, 6.0, -5.4, 35.7, 11.6
CCOC(=O)CSc1nnc(Cn2nnc(-c3ccccc3)n2)n1C
→ -3.1, 90.4, -19.9, 0.6, -1.9, 4.0, 4.3, 1.0, 95.0, -6.8
COc1ccc(C(NC(=O)C2CCCCC2)c2c(O)ccc3ccccc23)cc1 (centres undefined)
→ 7.9, 63.5, -15.1, -2.1, -3.5, -10.8, 2.3, 1.5, 52.9, .
Nc1ccc2nc(-c3ccccn3)[nH]c2c1
→ ., 75.0, -12.8, 0.1, -2.6, ., 8.3, 0.9, 70.8, -25.9
Cc1nnc(SCc2ccc(Cl)cc2)n1CC1CCCO1 (centres undefined)
→ 6.0, 95.9, 15.8, -0.1, -0.4, ., 15.6, 6.7, 84.1, -6.5
COc1cc2c(cc1NCc1ccccn1)oc1ccccc12
→ -9.9, 84.6, -21.1, -0.6, -3.9, ., 26.6, -6.0, 83.7, -7.8
CCc1cccc2c(C(=O)COC(=O)c3cccc(S(=O)(=O)N(C)C4CCCCC4)c3)c[nH]c12
→ -2.5, 86.4, -29.6, -0.9, -0.3, -4.6, 11.1, -11.5, 74.8, .
CC(C)(C)c1ccc(COn2c(=O)c(-c3ccco3)[n+]([O-])c3ccccc32)cc1
→ -2.5, 82.2, -19.0, 1.5, -2.4, 1.4, 11.6, -14.7, 83.6, -3.8
COc1ccc(NC(=O)CSc2nc3[nH]ncc3c(=O)n2-c2ccccc2OC)cc1OC
→ 3.1, 88.3, -48.6, 1.8, -0.5, -2.0, 6.8, -1.2, 93.5, 10.3
Oc1ccc(CN2CCCCC2)nc1-c1ccccc1
→ -15.1, 98.4, -46.8, 3.6, -1.5, 0.8, 1.2, -3.3, 95.7, 21.9
CC1CCCN(S(=O)(=O)c2ccc(N(C(=O)c3cnccn3)C(C(=O)NC3CCCCC3)c3cccs3)cc2)C1 (centres undefined)
→ 3.4, 83.9, -28.4, 10.1, -2.2, -8.2, 5.8, 8.9, 83.8, -8.1
CCOC(=O)Nc1nnc(-c2ccc(OC)cc2)s1
→ -5.5, 88.8, 17.1, 2.5, -2.0, -0.4, 25.7, -21.2, 94.0, 4.1
CCC1=C(C(=O)OC)C(c2cc(OC)ccc2OC)C(C#N)=C(N)O1 (centres undefined)
→ -15.9, 84.1, -13.4, 5.2, -4.6, -0.4, 10.1, 1.3, 99.5, -5.3
Cc1nn(-c2ccccn2)c2c1-c1nc(N)ncc1CC2
→ -21.7, 98.0, -34.3, -2.3, -1.1, -0.8, 3.4, -14.2, 90.9, .
COc1ccc(-n2c(=S)[nH]c3c(oc4ccccc43)c2=O)cc1
→ 1.9, 79.9, -16.5, 1.0, -1.4, -1.9, 5.5, 1.0, 95.3, .
O=C(Nc1cn(-c2ccccc2)nc1-c1cccs1)c1ccco1
→ -17.1, 89.3, -36.7, 1.6, -2.0, -0.6, 2.7, 9.2, 89.2, -1.5
CN(C)CCCNC(=O)CC(c1ccccc1)c1ccccc1O (centres undefined)
→ -10.3, 106.6, -42.1, 1.9, -2.6, -0.5, 10.7, -1.7, 100.6, 4.2
COC(=O)NCc1ccc(Cl)c(Cl)c1
→ -8.9, 83.2, -1.8, 7.6, -2.4, -0.9, 6.4, 5.8, 84.5, -20.2
O=C(COc1ccccc1F)NC1CCN(Cc2ccccc2)CC1
→ -5.3, 106.2, -21.7, -0.3, 0.1, 0.4, 4.0, 5.4, 96.9, .
COc1ccc(NC(=O)c2ccccc2NS(C)(=O)=O)cc1OC
→ -10.0, 107.5, -8.1, 1.5, -0.9, ., 24.3, -2.9, 90.6, 17.3
CCC1c2ccc(C)n2CCN1C(=O)Nc1ccc(F)cc1 (centres undefined)
→ 3.1, 95.9, -12.3, 2.1, -3.0, -0.2, 7.5, 0.8, 96.4, .
CSc1nc2c(cnn2-c2ccc(C)c(C)c2)c(=O)[nH]1
→ -13.6, 18.6, 15.7, 2.0, -5.6, -0.4, 1.0, 6.4, 5.1, -2.0
c1ccc2c(c1)[nH]c1c(NCC3CCCO3)ncnc12 (centres undefined)
→ -18.6, 72.1, -32.1, 6.1, -3.7, -0.7, 3.4, 28.3*, 79.7, -4.7
O=C(CCN1C(=O)C2C3C=CC(C3)C2C1=O)NCCc1ccccc1 (centres undefined)
→ -1.8, 98.1, -7.9, 0.6, 0.3, 0.1, 9.9, 7.4, 97.0, .
CCOC(=O)c1[nH]c2c(c1-c1ccccc1)C(=O)CC(c1ccc(OC)c(OC)c1)C2 (centres undefined)
→ 8.2, 30.6, -37.7, 5.1, -5.3, ., 7.5, 7.8, 17.7, -19.6
CC(CNC(=O)C1CCCCC1)NC(=O)C1CCCCC1 (centres undefined)
→ -0.8, 91.7, -5.2, 3.4, -1.5, 0.1, -0.5, -1.7, 91.8, .
CN1C(=O)C2(C(C#N)=C(N)Oc3n[nH]c(-c4ccc(Cl)cc4)c32)c2ccccc21 (centres undefined)
→ 3.4, 85.0, -30.1, -0.8, -3.5, -1.3, 7.0, 8.6, 87.0, 30.4
NC(=O)CC[C@@H]1NC(=O)[C@H](CO)NC(=O)c2cc([N+](=O)[O-])cc(I)c2NCC[C@@H](C(N)=O)NC(=O)[C@H](Cc2ccc(O)cc2)NC1=O
→ 0.7, 89.1, -41.8, -0.1, -1.4, ., 10.4, -3.6, 90.2, .
COc1ccc(-c2nc3n(n2)C(c2ccccc2Cl)C(C(N)=O)=C(C)N3)cc1 (centres undefined)
→ -6.2, 92.3, -27.0, -1.5, 0.5, 1.0, 4.8, -2.9, 91.2, 6.6
CC(C)COC(=O)n1c(SCC(=O)N(C)C)nc2ccccc21
→ -2.6, 93.4, -34.7, 1.0, -0.4, 0.9, 8.5, 7.0, 98.8, -5.5
Cc1nn2c(N3CCN(c4ccccn4)CC3)cc(C(C)C)nc2c1-c1ccccc1
→ -9.8, 104.1, -53.9, 4.2, -1.1, -2.9, 16.6, 0.1, 104.5, .
O=C(NN=C1CCCCCC1)NC1CCCCC1
→ 0.5, 97.4, 7.6, 4.3, -0.2, 6.3, 11.3, 5.2, 99.5, .
COc1ccc(Cn2c(CCCO)nc3ccccc32)cc1OC
→ 3.8, 82.2, -37.8, 1.1, -2.1, -1.2, 6.2, -14.6, 85.5, 2.7
O=C(CCc1nc(-c2ccccc2)no1)NCC1CCCO1 (centres undefined)
→ -7.0, 89.1, -40.5, 0.8, -3.0, 1.3, 2.3, -4.2, 101.3, -22.9
CN(C)CCCNS(=O)(=O)c1ccc(Oc2ncc(C(F)(F)F)cc2Cl)cc1
→ -0.4, 67.7, -82.8, 10.9, -1.6, 0.8, 22.8, -8.5, 75.7, -22.6
COc1ccc(/C=C(\C#N)C(=O)OCC(=O)Nc2ccc(C(C)(C)C)cc2)cc1
→ 10.6, 87.7, -42.9, 2.0, -2.9, -4.4, 3.8, -16.6, 85.4, .
Cc1ccc(-n2c(C)cc(C=C(C#N)C#N)c2C)cc1
→ -4.0, 80.4, -20.4, 18.2*, -1.4, 2.3, ., -6.8, 79.6, 52.0*
COc1ccc(C(CC(=O)O)NC(=O)c2ccco2)cc1 (centres undefined)
→ -10.9, 98.5, -16.2, 4.5, -2.6, -3.1, 2.7, -5.5, 89.1, 15.6
CC(C)c1ccc(N(CC(=O)N/N=C/c2ccc(OC3CSC3)cc2)S(=O)(=O)c2ccccc2)cc1
→ -0.2, 77.5, -42.0, 2.9, -4.8, -7.6, 18.1, -13.8, 59.4, .
COc1ccc2c(c1)CCc1c(C(=O)NCCc3ccc(OC)c(OC)c3)noc1-2
→ -15.3, 77.8, -16.0, 4.2, -2.1, 0.1, 2.1, 3.5, 79.6, 3.2
Nc1cccc(CCc2nc3ccccc3[nH]2)c1
→ 2.1, 92.0, -50.1, 2.7, -1.2, 1.2, 20.4, -0.1, 92.3, 5.2
CN(C)/C(CN1CCCCC1)=C1\N=C(c2ccccc2)OC1=O
→ 23.2, 79.6, -22.2, -0.8, 0.9, ., 11.3, -5.8, 82.3, 14.7
